# hgDAF12 agonist: agonists of H. glycines DAF-12 nuclear receptor; HEK293 GAL4-hgDAF12 UAS-luciferase reporter, agonist luminescence; normalized to butyrate control; activation, % at 6.8 µM; actives 1.8% (n = 370,000);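 active = activation above a cutoff set at the mean of all screened compounds plus 3 SD, cut at about 10% in these data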;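 also: 0% = DMSO wells and 100% = sodium butyrate wells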
# PLCb3 inh: blocks human PLC-beta3 enzyme activity; Q01970; Purified PLC-beta3, fluorogenic substrate, fluorescence; inhibition, % at 12.2 µM; actives 0.18% (n = 370,000); in the data active = inhibition above about 11%;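 also: 0% = median of compound wells on plate and 100% = full blocker control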
# Target sequence (Q01970 whole entry, looked up): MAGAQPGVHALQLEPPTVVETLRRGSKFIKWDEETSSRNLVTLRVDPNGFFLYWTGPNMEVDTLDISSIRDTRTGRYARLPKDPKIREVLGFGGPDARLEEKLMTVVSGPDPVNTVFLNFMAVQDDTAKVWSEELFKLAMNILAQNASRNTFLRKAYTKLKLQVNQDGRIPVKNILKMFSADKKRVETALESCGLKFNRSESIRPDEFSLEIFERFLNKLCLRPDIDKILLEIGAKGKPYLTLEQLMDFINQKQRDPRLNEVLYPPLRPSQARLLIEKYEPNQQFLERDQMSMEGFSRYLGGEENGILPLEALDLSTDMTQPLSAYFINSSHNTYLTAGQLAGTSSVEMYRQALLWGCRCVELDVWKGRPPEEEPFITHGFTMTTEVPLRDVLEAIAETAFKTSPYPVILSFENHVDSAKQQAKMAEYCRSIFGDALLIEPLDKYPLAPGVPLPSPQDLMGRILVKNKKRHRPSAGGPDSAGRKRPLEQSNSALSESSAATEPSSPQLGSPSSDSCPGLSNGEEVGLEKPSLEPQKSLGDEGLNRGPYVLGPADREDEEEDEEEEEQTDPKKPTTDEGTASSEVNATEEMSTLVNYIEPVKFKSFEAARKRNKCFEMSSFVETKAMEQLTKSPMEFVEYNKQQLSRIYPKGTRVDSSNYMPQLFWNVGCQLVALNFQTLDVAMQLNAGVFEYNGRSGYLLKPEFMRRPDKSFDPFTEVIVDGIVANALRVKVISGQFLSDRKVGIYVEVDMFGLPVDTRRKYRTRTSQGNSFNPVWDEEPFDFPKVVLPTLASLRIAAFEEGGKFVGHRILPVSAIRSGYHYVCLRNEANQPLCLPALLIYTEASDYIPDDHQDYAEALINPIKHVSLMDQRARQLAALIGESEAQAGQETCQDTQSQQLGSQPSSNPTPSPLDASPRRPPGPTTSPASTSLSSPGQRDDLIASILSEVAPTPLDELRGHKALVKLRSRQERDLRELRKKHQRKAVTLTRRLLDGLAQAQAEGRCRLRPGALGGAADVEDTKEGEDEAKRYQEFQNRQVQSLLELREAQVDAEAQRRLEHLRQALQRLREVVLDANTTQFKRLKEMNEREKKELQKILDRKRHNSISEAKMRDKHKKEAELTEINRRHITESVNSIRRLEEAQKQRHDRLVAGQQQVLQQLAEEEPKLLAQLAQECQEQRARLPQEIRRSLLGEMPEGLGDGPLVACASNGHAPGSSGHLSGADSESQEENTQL
# PLC-gamma1 inh: blocks human PLC-gamma1 enzyme activity; P19174; purified PLC-gamma1, fluorogenic substrate, fluorescence; inhibition, % at 12.2 µM; actives 0.84% (n = 370,000); in the data active = inhibition above about 9.5%
# ssDAF12 agonist: S. stercoralis DAF-12 activation, primary screen | activation, % at 6.8 µM | HEK293 ssDAF-12/GRIP1 lit1-tk-luc reporter, luminescence; % of 3 µM dafachronic acid response | AID 652126 | actives 1% (n = 370,000);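 active = activation above the mean over all tested compounds plus 3 SD, cut at about 0.9% in these data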;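 also: 0% = DMSO-only wells and 100% = 3 µM delta7-dafachronic acid wells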
# DAX1 inh-1: inhibitors of human orphan nuclear receptor DAX1 (NR0B1). actives 0.99% (n = 340,000). inhibition, % at 6.75 µM. AID 504766. HEK293 Gal4-DAX1 luciferase reporter, luminescence;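 active = inhibition above the mean over all tested compounds plus 3 SD, cut at about 4.2% in these data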;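 also: 0% = DAX1-transfected cells with DMSO and 100% = empty-vector control cells with DMSO; inhibition shows as a rise in luminescence from relieved DAX1 repression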
# hcDAF-12 act: activators of H. contortus DAF-12 nuclear receptor; activation, % at 6.8 µM; actives 1.4% (n = 370,000); HEK293 hcDAF-12 lit1-tk-luc reporter, luminescence; 0% DMSO, 100% Δ7-dafachronic acid; AID 652067;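 active = activation above the mean of all tested compounds plus 3 SD, cut at about 5.5% in these data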;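 also: 100% = response to 3 µM Δ7-dafachronic acid high control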
# ADAM17 inh: ADAM17 inhibition, QFRET primary screen. P78536. recombinant ADAM17, EDANS/DABCYL FRET peptide cleavage. inhibition, % at 6.95 µM. actives 0.83% (n = 370,000);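 active = inhibition above the mean of compounds lying between control limits plus 3 SD, set per campaign, cut at about 8.5% in these data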;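 also: 0% = DMSO-only wells as the low control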
# SMARCA2 activ: increases SMARCA2 function in MMTV reporter cells. actives 1% (n = 370,000). activation, % at 9.1 µM. MG213 cells, MMTV-luciferase reporter, dexamethasone, overnight. AID 652017; in the data active = activation above about 7.8%;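 also: 0% = vehicle wells and 100% = reference activator wells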
# MBD2 DNA inh: MBD2-methylated oligo binding inhibition. TR-FRET, MBD2 binding to methylated oligonucleotide. inhibition, % at 4.4 µM. Q9UBB5. AID 686964. actives 0.31% (n = 370,000); in the data active = inhibition above about 13%
# DAX1 inh-2: inhibitors of DAX1 repression of SF-1 activated StAR promoter; inhibition, % at 6.8 µM; HEK293T StAR-luciferase reporter, SF-1/DAX-1 repression relief; AID 652010; actives 1.1% (n = 370,000);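 active = inhibition above the mean over all tested compounds plus 3 SD, cut at about 3.6% in these data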;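 also: 0% = DAX-1 cells with DMSO and 100% = cells lacking DAX-1 with DMSO; higher inhibition means more luminescence from relief of DAX-1 repression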
# Rev-erbA mod: Rev-erb alpha (human) modulation; Rev-erbα–FITC-DNA binding, fluorescence polarization, 90 min; activity, % at 10 µM; actives 0.79% (n = 370,000); P20393;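 active = activity above about 14%, limit read from the data; passing the limit was not always enough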;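 also: 0% = DMSO wells with 35 nM protein and 100% = DMSO wells with 750 nM protein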
# Numbers without * were called inactive; nt = not tested or not shown.
SMILES,hgDAF12 agonist,PLCb3 inh,PLC-gamma1 inh,ssDAF12 agonist,DAX1 inh-1,hcDAF-12 act,ADAM17 inh,SMARCA2 activ,MBD2 DNA inh,DAX1 inh-2,Rev-erbA mod
O=c1c2ccccc2c(C=Nc2cccc(S(=O)(=O)NCc3ccco3)c2)c(O)n1-c1ccc(Cl)cn1,-0.8,-132,-124,-1.5,-1.1,-0.7,-32,-2,3,-0.5,-1
O=C1CCCC/C=C\C[C@H](CC(=O)N(CCO)Cc2ccccc2)C(=O)NCCO1,-1.5,1,-1,-0.4,0.6,-0.1,-2,2,1,-0.3,-6
CC1(C2CC2)NC(=O)NC1=O (centres undefined),-0.6,0,-1,-0.9,1.0,-1.2,-6,1,-2,-0.1,4
COc1cc(CCN(C(=O)c2cccc(S(C)(=O)=O)c2)C(CCc2ccccc2)c2nc3ccccc3[nH]2)cc(OC)c1 (centres undefined),-0.8,5,5,-0.8,nt,2.1,8,-1,-1,-0.9,-1
Cc1cc(NC(=O)CCCn2nc(C)c([N+](=O)[O-])c2C)no1,-1.0,-4,-8,-0.4,-0.2,0.7,0,-3,2,-0.3,-3
COc1cccc(CNC(=O)C2Cc3ccccc3CN2C(C)=O)c1 (centres undefined),-0.9,-5,2,-1.1,-0.5,-0.5,3,-2,-2,-0.4,2
CCCCCC(=O)NC(NC(=S)NC1CCS(=O)(=O)C1)C(Cl)(Cl)Cl (centres undefined),-0.7,-2,1,-1.7,0.5,-1.7,-3,-1,-5,1.6,-4
Cc1cc(C)cc(-n2c(C)nc3cc(C(=O)O)ccc32)c1,2.4,-15,2,-1.3,0.5,-0.8,-7,-5,1,1.2,-5
C=CC[n+]1c(/C=C2\C=Cc3cc(C)ccc3N2CC)ccc2ccccc21,-10,-11,-1,-3.4,-6.2,-5.5,2,-9,-8,-6.0,-5
COc1cc(-c2noc(CCCC(=O)NCc3ccco3)n2)cc(OC)c1OC,1.7,0,1,-1.4,0.8,-0.7,1,0,-2,-0.1,3
O=C1N(Cc2ccccc2)c2ccccc2C12CCCc1sc(CCc3ccccc3)nc12 (centres undefined),-1.1,3,1,-1.5,nt,-2.2,0,1,-1,-0.3,10
O=C(Oc1coc(CSc2nnc(NC(=O)C3CC3)s2)cc1=O)c1ccccc1,0.8,6,6,-0.7,-0.2,-1.1,1,0,-1,0.6,-5
CC1CN(C(=O)c2cc3cc(Br)ccc3[nH]2)CC(C)O1 (centres undefined),-0.9,-12,-3,-0.6,-0.2,0.6,-1,-2,0,-0.4,2
Cc1cccc(OCC(=O)N(Cc2ccco2)C2CCS(=O)(=O)C2)c1 (centres undefined),-3.2,-3,0,-0.1,0.9,1.2,-3,0,-2,-0.3,3
CCc1cc2c(cc3c(=O)n(CC(=O)NCCCN4CC(C)CC(C)C4)ncn32)s1 (centres undefined),0.5,-3,-1,-1.2,2.1,0.1,-6,1,0,-0.7,0
CN(CC(=O)O)Cc1oc(CO)cc(=O)c1O,5.1,2,6,-0.2,0.5,-0.4,2,1,-2,0.7,6
COc1cc(/C=C(\C#N)C(=O)c2c(C)[nH]c3ccccc23)cc(OC)c1OC,-6.6,-1,-2,-0.6,0.8,-2.5,5,-1,-5,0.2,-4
O=C(/C=C/c1ccc2c(c1)OCCCO2)c1ccccc1O,11*,-5,-6,-0.1,2.8,2.5,0,3,0,1.7,-1
Cc1ccc(-c2nnc(SCC(=O)N/N=C/c3c(C)nn(-c4ccccc4)c3C)n2-c2ccccc2)cc1,0.9,1,-1,-1.3,-1.0,-0.8,-1,1,1,0.3,0
O=[n+]1c2c(n([O-])c3ccccc31)CCCC2,0.5,1,-3,-0.8,1.8,-0.8,0,3,-6,-0.7,-1
COc1cc(NC(=O)COC(=O)CNC(=O)C2CCCCC2)cc(OC)c1,4.9,-2,4,-1.5,-0.1,-1.1,3,1,-1,-0.5,-9
Cc1ccc(S(=O)(=O)N2CCCOC2CNC(=O)C(=O)NCCCn2ccnc2)cc1 (centres undefined),-0.2,4,2,-1.5,0.0,-1.6,-3,-4,3,0.1,-2
Cn1c(=O)c(=O)n(C)c2cc(N3CCOCC3)c(NS(=O)(=O)c3ccc([N+](=O)[O-])cc3)cc21,1.9,-31,-16,-0.7,0.6,0.1,3,1,1,0.0,-3
CCCNC(=O)NC(=O)CSc1ccc2c(c1)OCCO2,-1.7,-2,1,-1.1,-0.3,-1.2,-5,0,2,0.3,1
CC(=O)C1=C(C)NC(C)=C(C(C)=O)C1c1ccccc1,-2.6,-8,1,-1.5,0.2,-1.4,-4,-2,4,0.2,-3
# The list goes on.
SMILES,hgDAF12 agonist,PLCb3 inh,PLC-gamma1 inh,ssDAF12 agonist,DAX1 inh-1,hcDAF-12 act,ADAM17 inh,SMARCA2 activ,MBD2 DNA inh,DAX1 inh-2,Rev-erbA mod
COc1cc(-c2nc(C(=O)NC3CCCCC3)cc3c2[nH]c2ccccc23)cc(OC)c1OC,-4.1,-78,-65,-1.7,-1.2,-2.7,-29,0,-4,-2.8,4
Cc1ccc(C2=NCCn3nc4cc([N+](=O)[O-])ccc4c32)cc1,4.0,-38,-24,-0.5,1.3,1.2,-6,1,1,0.4,3
Cc1ccccc1Cn1c(=O)sc2ccccc2c1=O,-0.6,2,1,-1.4,-0.6,-1.9,0,0,0,-0.9,3
COc1cccc(C(=O)OCC(=O)c2ccc(Br)s2)c1OC,0.7,-7,2,-0.9,0.0,2.2,-3,0,-6,-0.7,3
CC(C(=O)OCC(=O)c1ccc(Br)cc1)N1C(=O)C2C3C=CC(C3)C2C1=O (centres undefined),2.4,-1,3,-0.6,0.2,-0.4,-1,3,-5,-0.1,2
O=C(CSc1nc2sccc2c(=O)[nH]1)N1CCN(c2ccccc2)CC1,-2.8,-9,4,0.3,-0.1,-1.0,-25,2,5,0.4,1
COc1ccc(-c2[nH]c3ccccc3c2SCCNC(=O)c2ccccc2)cc1,-2.6,-4,-3,-1.5,0.3,-1.3,7,-4,-2,-1.2,-3
CN(C)C(=O)CN1CCN(C(=O)CCl)CC1,0.6,-5,1,-2.0,1.3,0.0,-2,-2,2,-1.4,-12
CC(C)CN1CCN(Cc2cc3ccccc3[nH]2)CC1CCO (centres undefined),-0.3,-29,-21,0.1,2.0,4.1,-11,4,-1,0.0,2
Cc1ccc(C)c(CN2C(=O)c3ccccc3S(=O)(=O)c3ccc(C(=O)N4CCN(C)CC4)cc32)c1,-0.8,6,2,-0.9,0.5,-0.8,-2,4,2,-0.4,1
Fc1cccc(Cl)c1CNn1cn[nH]c1=S,1.4,0,0,-1.1,1.8,0.7,-3,1,1,-0.2,3
O=C(CSc1ccc([N+](=O)[O-])cc1)OCC(=O)N1CCCC1=O,3.8,-4,-1,-1.0,0.0,0.6,-1,-2,0,0.3,0
O=C(NCc1ccccc1Cl)c1cccc(NC2=NC3CS(=O)(=O)CC3S2)c1 (centres undefined),0.0,1,2,-1.6,1.3,0.5,-4,0,-2,-0.9,-2
Clc1ccc(SCc2nc3ccccc3[nH]2)cc1,5.0,-9,-7,-0.6,0.9,-0.1,-6,0,4,0.3,3
CN(C(=O)c1cccc(NC(=O)Cc2ccc(NC(=O)C3CCN(C(=O)C4CCC4)CC3)cc2)c1)C1CCC1,0.3,1,4,-1.3,-1.5,-0.4,5,-4,-1,0.7,0
O=S(=O)(NCc1cccs1)NCc1ccccc1F,-0.8,3,4,-0.6,3.6,1.7,0,-1,-1,0.2,0
COc1ccccc1N1CCN(C(=O)c2oc3ccccc3c2C)CC1,2.4,5,6,0.1,0.1,4.6,6,-4,-2,0.7,6
CCC1CCCCN1C(=O)CCc1nnc(C2CCCCC2)o1 (centres undefined),2.5,2,4,-0.3,0.0,2.0,2,-1,2,1.6,-1
CCc1nn(CC(=O)NCCN2CCN(C)CC2)c(=O)c2cc3occc3n12,-0.4,1,0,-1.4,-1.0,-0.3,-2,0,2,0.8,0
O=C(Cc1coc(-c2ccc(F)cc2)n1)NCc1ccccc1,-1.0,0,-3,-1.0,0.8,-1.1,-4,0,2,0.6,0
O=C(NCCCN1CCCC1=O)Nc1cc(Cl)ccc1Cl,-2.8,-8,1,-0.9,0.1,-2.2,-4,-2,-7,0.2,0
COc1ccc2c(=O)c(-c3ccc4c(c3)OCO4)coc2c1,17*,-7,-7,0.6,2.4,5.7*,-1,6,3,3.5,10
CC(=O)c1ccc(N(CC(=O)NCCc2ccccc2)C(=O)c2csnn2)cc1,2.3,-5,0,-1.2,-0.6,-0.1,0,0,0,0.1,3
Cc1cc(OCC(O)CN2C(C)CCCC2C)ccc1C(C)C (centres undefined),5.9,1,1,-0.9,-0.7,0.0,2,-2,-4,0.6,7
O=C(CN(C(=O)CCC(=O)Nc1ccccn1)C1CCCC1)NCc1ccccc1,-1.6,-5,2,-1.4,-1.2,-2.2,-3,-4,2,0.0,0
CCC(=O)Oc1ccc2oc(=O)cc(C)c2c1,5.8,-5,-6,-1.1,-0.4,0.6,0,13*,0,-0.2,2
O=c1c2cc3c(=O)n(-c4ccccc4O)c(=O)c3cc2c(=O)n1-c1ccccc1O,-1.0,-9,-1,-1.4,-0.4,0.0,-3,1,-12,-2.2,9

# Structural class, those above with an aryl thioether with sulfur outside any ring.
SMILES,hgDAF12 agonist,PLCb3 inh,PLC-gamma1 inh,ssDAF12 agonist,DAX1 inh-1,hcDAF-12 act,ADAM17 inh,SMARCA2 activ,MBD2 DNA inh,DAX1 inh-2,Rev-erbA mod
O=C(Oc1coc(CSc2nnc(NC(=O)C3CC3)s2)cc1=O)c1ccccc1,0.8,6,6,-0.7,-0.2,-1.1,1,0,-1,0.6,-5
Cc1ccc(-c2nnc(SCC(=O)N/N=C/c3c(C)nn(-c4ccccc4)c3C)n2-c2ccccc2)cc1,0.9,1,-1,-1.3,-1.0,-0.8,-1,1,1,0.3,0
CCCNC(=O)NC(=O)CSc1ccc2c(c1)OCCO2,-1.7,-2,1,-1.1,-0.3,-1.2,-5,0,2,0.3,1
O=C(CSc1nc2sccc2c(=O)[nH]1)N1CCN(c2ccccc2)CC1,-2.8,-9,4,0.3,-0.1,-1.0,-25,2,5,0.4,1
COc1ccc(-c2[nH]c3ccccc3c2SCCNC(=O)c2ccccc2)cc1,-2.6,-4,-3,-1.5,0.3,-1.3,7,-4,-2,-1.2,-3
O=C(CSc1ccc([N+](=O)[O-])cc1)OCC(=O)N1CCCC1=O,3.8,-4,-1,-1.0,0.0,0.6,-1,-2,0,0.3,0
Clc1ccc(SCc2nc3ccccc3[nH]2)cc1,5.0,-9,-7,-0.6,0.9,-0.1,-6,0,4,0.3,3

# Grouped by structure: the compounds so far containing a COOH group.
SMILES,hgDAF12 agonist,PLCb3 inh,PLC-gamma1 inh,ssDAF12 agonist,DAX1 inh-1,hcDAF-12 act,ADAM17 inh,SMARCA2 activ,MBD2 DNA inh,DAX1 inh-2,Rev-erbA mod
Cc1cc(C)cc(-n2c(C)nc3cc(C(=O)O)ccc32)c1,2.4,-15,2,-1.3,0.5,-0.8,-7,-5,1,1.2,-5
CN(CC(=O)O)Cc1oc(CO)cc(=O)c1O,5.1,2,6,-0.2,0.5,-0.4,2,1,-2,0.7,6

# Screening data deposited in PubChem by several laboratories.
